Screens deposited in PubChem by National Center for Advancing Translational Sciences (NCATS).
A350 autofl: qHTS Assay for Spectroscopic Profiling in A350 Spectral Region | actives 11% (n = 59,000) | max dye-equivalent concentration, M | AID 590, 2007 | Compound autofluorescence, 340/450 nm, Alexa 350 dye-equivalents; stronger effect = higher value
4-MU autofl: qHTS Assay for Spectroscopic Profiling in 4-MU Spectral Region; actives 11% (n = 59,000); AID 589, 2007; max dye-equivalent concentration, M; compound autofluorescence, 340/450 nm, 4-MU equivalents; stronger effect = higher value
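Compounds in 100 mM Tris, pH 8.0, incubated 15 min at room temperature, then fluorescence read at 340 nm excitation/450 nm emission. Signal converted to 4-MU dye-equivalent concentration using an on-plate six-point 4-MU standard curve.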
Epigenetic mod: qHTS Assay for Epigenetic Modulators; mouse C127i GFP locus derepression, cytometry, 30 h; Potency, µM (doses to about 46.1 µM), for the others: at the top dose GFP derepression (activation); actives 0.09% (n = 68,000); AID 597, 2007; active = well fitted curve in the direction sought with a large enough effect; inconclusive = small, poorly fitted or top-dose-only effect; also: % of control where 0% means no effect
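Murine C127i mammary cells carrying a silenced, stably integrated CMV-driven GFP reporter were treated with compound for 30 hours at 37 C. After PBS washes, GFP-positive cells were counted by laser-scanning microplate cytometry.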
* marks the source's active call; other numbers are inactive results; i = inactive; ? = inconclusive; [ ] = remark or other dose. Rule as the data show it, unless noted: active = max dye-equivalent concentration above about 10 nM; inconclusive = mostly about 1.1 nM to 9.6 nM; inactive = weaker than that. These rows are one share of the data. The share of hits here may be higher or lower than overall.

A350 autofl	4-MU autofl	Epigenetic mod	SMILES
i	i	0%[20.6 µM]	CCOc1cccc(N2C(=O)CC(N(CCc3ccc(OC)c(OC)c3)C(=O)CC)C2=O)c1 (stereo unspecified)
i	i	2%[20.6 µM]	COc1cc(C(=O)Nc2ccccn2)cc(OC)c1OC
1.2e-06M*	9.4e-07M*	-4%[20.6 µM]	O=C(CCC(=O)CCN1CCCCC1)CCN1CCCCC1
i	i	0%[20.6 µM]	COC(=O)C(NC(C)=O)(Nc1nc2c(s1)CCCC2)C(F)(F)F (stereo unspecified)
?	?	0%[20.6 µM]	Cc1nccn1-c1cc(C(C)C)c(C#N)c2nc3ccccc3n12
2e-08M*	1.8e-08M*	-6%[20.6 µM]	COCCOC(=O)C1=C(C)NC(SCC(=O)NC(C)(C)C)=C(C#N)C1c1ccco1 (stereo unspecified)
i	i	0%[20.6 µM]	Brc1ccc(-c2cnnc(N3CCCC3)n2)cc1
?	i	-2%[20.6 µM]	Cc1ccc(C(=O)C2C(c3cccs3)NC(=O)NC2(O)C(F)(F)F)cc1 (stereo unspecified)
?	i	-3%[20.6 µM]	CC(C)OC(=O)c1nn2c(C(F)(F)F)cc(-c3ccc(Br)o3)nc2c1Br
i	i	0%[20.6 µM]	COC(=O)NCC12CC3CC(C1)CC(CNC(=O)OC)(C3)C2
i	i	10%[20.6 µM]	COc1ccccc1C(=O)NC(=Nc1nc2ccccc2o1)NC(=O)c1ccccc1OC
i	i	2%[20.6 µM]	COc1ccc(/C(O)=C2/C(=O)C(=O)N(CCCN(C)C)C2c2ccco2)cc1Cl (stereo unspecified)
i	i	1%[20.6 µM]	COc1cccc(C(=O)N2CCN(Cc3ccccn3)CC2)c1OC
?	?	0%[20.6 µM]	CCSc1nc(N)c2c3c(sc2n1)CCC3
?	i	3%[20.6 µM]	Cc1ccc2[nH]c3c(N4CCCCCC4)ncnc3c2c1
i	i	-3%[20.6 µM]	Cc1ccc(S(=O)(=O)NC(=O)NCc2ccc3c(c2)OCO3)cc1
i	i	-6%[20.6 µM]	Cc1nc(Nc2ncc3c(n2)CCCC3=O)nc2ccccc12
i	i	-4%[20.6 µM]	CN(C)CC(O)COc1cccc(OCC(O)CN(C)C)c1 (stereo unspecified)
?	?	2%[20.6 µM]	CN(Cc1c(O)ccc2c1oc(=O)c1ccccc12)C1CCCCC1
i	i	-3%[20.6 µM]	O=C(O)CN(c1ccccc1)C1SC(=O)NC1=O (stereo unspecified)
7.3e-07M*	7.1e-07M*	2%[20.6 µM]	FC(F)(F)c1cccc(-n2cccc2/C=N/n2cnnc2)c1
?	?	-3%[20.6 µM]	CC(C)CC(=O)Nc1ncnc2c1C(=O)CC(C)(C)C2
i	i	2%[20.6 µM]	COc1cccc(NC(=O)CSC2=C(C#N)C(c3ccco3)C3=C(CCCC3=O)N2)c1 (stereo unspecified)
i	i	0%[20.6 µM]	CCCOc1ccc(/C(O)=C2/C(=O)C(=O)N(CCCN3CCOCC3)C2c2ccncc2)cc1 (stereo unspecified)
i	i	-3%[20.6 µM]	COc1ccc(Cn2c(O)cc(=O)[nH]c2=O)cc1
i	i	4%[20.6 µM]	COc1cc(-c2nn3c(C4CCCCC4)nnc3s2)cc(OC)c1OC
?	?	3%[20.6 µM]	COC(=O)C(NC(C)=O)(Nc1nc2ccc(S(C)(=O)=O)cc2s1)C(F)(F)F (stereo unspecified)
i	i	0%[20.6 µM]	CN1CC2(C)CN(C(c3ccccc3)c3ccccc3)CC(C)(C1)C2O (stereo unspecified)
8.2e-07M*	7.3e-07M*	-2%[20.6 µM]	Cc1cccn2c(=O)c3cc(C(N)=S)c(=N)n(CCCOC(C)C)c3nc12
i	i	0%[20.6 µM]	COc1ccc(-c2nn3c(C4CCCCC4)nnc3s2)cc1OC
i	i	-6%[20.6 µM]	Cn1c(=O)c2c(nc(Br)n2CCSc2nc3ccccc3o2)n(C)c1=O
1.3e-07M*	1.1e-07M*	5%[20.6 µM]	CC1(C)Cc2c(C#N)c(N3CCOCC3)nc(Cc3ccccc3)c2CO1
i	i	0%[20.6 µM]	C=CCc1c(C)nc(SCCC)[nH]c1=O
i	i	-2%[20.6 µM]	COc1ccc(C(O)C(CN2CCOCC2)c2ccccc2)cc1 (stereo unspecified)
?	i	0%[20.6 µM]	CN1C(=O)N(c2ccccc2)C(Nc2nncs2)C1(C)C (stereo unspecified)
i	i	4%[20.6 µM]	O=C(O)CCN(CCC(=O)O)c1nnc(SCc2ccccc2)s1
i	i	-2%[20.6 µM]	Cc1cc(NC(CC(C)C)C(=O)O)nc(Cc2ccccc2)n1 (stereo unspecified)
i	i	2%[20.6 µM]	O=C(CCN1CCCCC1)Nc1cccc(Cl)c1
i	i	-3%[20.6 µM]	O=C1C=C(N2CCN(C3=CC(=O)CCC3)CC2)CCC1
?	?	3%[20.6 µM]	CCCCOc1cccc(-c2nnc(N)s2)c1
2.8e-08M*	2.3e-08M*	2%[20.6 µM]	CCn1nc(NC(=O)c2cccnc2)c2cc3ccccc3nc21
?	i	2%[20.6 µM]	CCOC(=O)c1c(CNCCN(CC)CC)n(C)c2cc(Br)c(OC)cc12
i	i	1%[20.6 µM]	S=c1[nH]nc(-c2ccco2)n1Cc1ccccc1
i	i	5%[20.6 µM]	O=C(CN1C(=O)c2ccccc2S1(=O)=O)c1ccccc1
i	i	0%[20.6 µM]	CN(C)c1nc(OCCNC(=O)Nc2ccccc2)nc(N(C)C)n1
2.8e-07M*	2.4e-07M*	-4%[20.6 µM]	CC1(C)Cc2c(C#N)c(N3CCOCC3)nc(-c3ccccc3)c2CO1
?	?	-2%[20.6 µM]	COc1cc(C2C(C#N)=C(N)Oc3cc(C)n(Cc4ccccn4)c(=O)c32)cc2c1OCO2 (stereo unspecified)
i	i	-2%[20.6 µM]	COc1ccc(OCC(O)Cn2c(Nc3cccc(C)c3)nc3c2c(=O)n(C)c(=O)n3C)cc1 (stereo unspecified)
i	i	5%[20.6 µM]	O=C(O)CC(NCc1ccco1)C(=O)OCCc1ccccc1 (stereo unspecified)
i	i	3%[20.6 µM]	CCCSc1nc(O)c(C2OC(=O)c3c2ccc(OC)c3OC)c(=O)n1C (stereo unspecified)

Later entries
A350 autofl	4-MU autofl	Epigenetic mod	SMILES
i	i	19%[20.6 µM]	Cc1onc(-c2ccccc2)c1C(=O)N[C@@H]1C(=O)N2[C@@H]1SC(C)(C)[C@@H]2C(=O)O
i	i	3%[20.6 µM]	Clc1ccc(-c2cn3c(n2)CCC3)cc1
i	i	-4%[20.6 µM]	CCCCN1C[C@H](O)[C@@H](O)[C@H](O)[C@H]1CO
i	i	-3%[20.6 µM]	CCCCOc1ccc(-c2nnc(N)s2)cc1
2.9e-07M*	2.8e-07M*	0%[20.6 µM]	CCOC(=O)c1cc2c(=O)n3cccc(C)c3nc2n(CCc2ccccc2)c1=N
i	i	-4%[20.6 µM]	Nc1ccc2cn[nH]c2c1
i	i	0%[20.6 µM]	Cn1c(=O)c2c(nc(NCC(O)CO)n2CCc2ccccc2)n(C)c1=O (stereo unspecified)
i	i	2%[20.6 µM]	CCCOc1ccccc1C(=O)NCCCC(=O)O
?	?	4%[20.6 µM]	CN(C)CCCNCCCCNC(=O)/C=N/O
2.4e-08M*	3.4e-08M*	3%[20.6 µM]	CC(NC(=O)NCCCC(=O)O)(C(F)(F)F)C(F)(F)F
i	i	-5%[20.6 µM]	CCN1C(=O)CC(N2CCN(c3ccc(OC)cc3)CC2)C1=O (stereo unspecified)
?	?	0%[20.6 µM]	Fc1cnc(N2CCOCC2)nc1NCc1ccccc1
i	i	4%[20.6 µM]	COc1ccc(/C(O)=C2\C(=O)C(=O)N(c3cc(C)on3)C2c2cccc(OC)c2OC)cc1C (stereo unspecified)
?	?	2%[20.6 µM]	CCOC(=O)C1CCN(c2nc3ccccc3nc2C(C#N)C(=O)NCCc2ccccc2)CC1 (stereo unspecified)
i	i	-4%[20.6 µM]	COc1ccccc1N1CCN(C2CCN(C(=O)c3cccs3)CC2)CC1
3.2e-08M*	2.8e-08M*	2%[20.6 µM]	CN1CCN(Cc2c(O)ccc3c(-c4ccccc4)cc(=O)oc23)CC1
2.9e-08M*	2.4e-08M*	0%[20.6 µM]	CCc1ccc2c(c1)C(C)=CC(C)(C)N2
i	i	2%[20.6 µM]	C#CC1CN(Cc2ccccc2)CC(C#C)N1C (stereo unspecified)
?	?	-4%[20.6 µM]	CC(O)Cn1ccccc1=N (stereo unspecified)
i	i	5%[20.6 µM]	CCc1nc2n[nH]c(N)c2c2c1CCCC2
6.9e-08M*	5.7e-08M*	3%[20.6 µM]	Cc1ccc(C(=O)/C=C/Nc2ccccn2)cc1
i	i	-1%[20.6 µM]	CCCCOC(=O)CSC1=C(C#N)C(c2ccccc2OC)C(C#N)C(=O)N1 (stereo unspecified)
i	i	2%[20.6 µM]	Cc1nnc2n(-c3ccccc3)c(=O)c3c4c(sc3n12)CC(C)CC4 (stereo unspecified)
i	i	16%[20.6 µM]	CCOC(=O)N1CCN(c2ncnc3c2cnn3-c2ccc(OC)cc2)CC1
i	i	-4%[20.6 µM]	COc1ccc(/C(O)=C2/C(=O)C(=O)N(CCCN(C)C)C2c2ccccc2)cc1OC (stereo unspecified)

Compounds listed so far that contain a Cl atom:
A350 autofl	4-MU autofl	Epigenetic mod	SMILES
i	i	2%[20.6 µM]	COc1ccc(/C(O)=C2/C(=O)C(=O)N(CCCN(C)C)C2c2ccco2)cc1Cl (stereo unspecified)
i	i	2%[20.6 µM]	O=C(CCN1CCCCC1)Nc1cccc(Cl)c1
i	i	3%[20.6 µM]	Clc1ccc(-c2cn3c(n2)CCC3)cc1

(further entries)
A350 autofl	4-MU autofl	Epigenetic mod	SMILES
1.9e-07M*	1.7e-07M*	-2%[20.6 µM]	Cc1cc(-c2cc(-c3ccc(Cl)cc3)nc(N)c2C#N)co1
i	i	-1%[20.6 µM]	COc1ccc(/C(O)=C2/C(=O)C(=O)N(Cc3ccco3)C2c2cccs2)cc1 (stereo unspecified)
1.1e-08M*	?	2%[20.6 µM]	Nc1ccc2[nH]ncc2c1
i	i	6%[20.6 µM]	CCOC(=O)C1CCN(C(C)=C2C(=O)c3ccccc3C2=O)CC1
6.8e-08M*	5.6e-08M*	5%[20.6 µM]	CN1C2C=C3C(C#N)=C(N)C(C#N)(C#N)[C@@H](c4cccs4)C3C1CC2 (stereo partly specified)
i	i	-4%[20.6 µM]	O=C1c2ccccc2C(=O)N1CCN1CCc2ccccc21
i	i	2%[20.6 µM]	O=C(O)CC(C(=O)OCC1CCCO1)N1CCOCC1 (stereo unspecified)
i	i	6%[20.6 µM]	Cc1ccc(N2C(=O)CC(N(O)C3CC(=O)N(c4ccc(C)cc4)C3=O)C2=O)cc1 (stereo unspecified)
i	i	2%[20.6 µM]	CC(Sc1ccc2ccccc2n1)C(=O)O (stereo unspecified)
i	i	0%[20.6 µM]	Cc1ccc(-c2nn(CCC(=O)NCC3CCCO3)c(=O)c3ccccc23)cc1 (stereo unspecified)
?	?	3%[20.6 µM]	CCOC(=O)c1[nH]c2ccc(C)cc2c1N
i	i	?	O=C(c1ccccc1)C(CCC(CN1CCOCC1)C(=O)c1ccccc1)CN1CCOCC1 (stereo unspecified)
?	?	0%[20.6 µM]	CC1(C)CC(=O)c2cc(C(=O)N3CCCC(C)(C)C3)c(=O)n(-c3ccccc3)c2C1
3.5e-06M*	3.1e-06M*	2%[20.6 µM]	C=CCn1c(=S)[nH]c2ccccc2c1=O
2.8e-06M*	2.5e-06M*	4%[20.6 µM]	COc1ccc(C2CC(c3ccc(C)cc3)Nc3nc(N)nn32)cc1 (stereo unspecified)
i	i	5%[20.6 µM]	CCOc1ccc2nc(NC(NC(C)=O)(C(=O)OC)C(F)(F)F)sc2c1 (stereo unspecified)

Gathered by group, the entries above with a cyano group (10)
A350 autofl	4-MU autofl	Epigenetic mod	SMILES
?	?	0%[20.6 µM]	Cc1nccn1-c1cc(C(C)C)c(C#N)c2nc3ccccc3n12
2e-08M*	1.8e-08M*	-6%[20.6 µM]	COCCOC(=O)C1=C(C)NC(SCC(=O)NC(C)(C)C)=C(C#N)C1c1ccco1 (stereo unspecified)
i	i	2%[20.6 µM]	COc1cccc(NC(=O)CSC2=C(C#N)C(c3ccco3)C3=C(CCCC3=O)N2)c1 (stereo unspecified)
1.3e-07M*	1.1e-07M*	5%[20.6 µM]	CC1(C)Cc2c(C#N)c(N3CCOCC3)nc(Cc3ccccc3)c2CO1
2.8e-07M*	2.4e-07M*	-4%[20.6 µM]	CC1(C)Cc2c(C#N)c(N3CCOCC3)nc(-c3ccccc3)c2CO1
?	?	-2%[20.6 µM]	COc1cc(C2C(C#N)=C(N)Oc3cc(C)n(Cc4ccccn4)c(=O)c32)cc2c1OCO2 (stereo unspecified)
?	?	2%[20.6 µM]	CCOC(=O)C1CCN(c2nc3ccccc3nc2C(C#N)C(=O)NCCc2ccccc2)CC1 (stereo unspecified)
i	i	-1%[20.6 µM]	CCCCOC(=O)CSC1=C(C#N)C(c2ccccc2OC)C(C#N)C(=O)N1 (stereo unspecified)
1.9e-07M*	1.7e-07M*	-2%[20.6 µM]	Cc1cc(-c2cc(-c3ccc(Cl)cc3)nc(N)c2C#N)co1
6.8e-08M*	5.6e-08M*	5%[20.6 µM]	CN1C2C=C3C(C#N)=C(N)C(C#N)(C#N)[C@@H](c4cccs4)C3C1CC2 (stereo partly specified)
